Screening data from PubChem BioAssay.
GSK3B inh – human GSK3beta kinase inhibitors, primary screen, biochemical, cell-free homogeneous, HTS; Glycogen synthase kinase-3 beta (Homo sapiens), P49841; GST-GSK3beta kinase, ADP-Glo luminescence, 60 min; hits give low values; activity score (negative = inhibition), % at 10 µM; 300,000 tested, 0.038% active;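 active = more than half of replicate wells score below -50%, meaning over 50% inhibition versus plate controls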;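 note: 0% = median DMSO wells and -100% = median GW8510 positive control wells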
Target sequence (P49841 whole entry, looked up): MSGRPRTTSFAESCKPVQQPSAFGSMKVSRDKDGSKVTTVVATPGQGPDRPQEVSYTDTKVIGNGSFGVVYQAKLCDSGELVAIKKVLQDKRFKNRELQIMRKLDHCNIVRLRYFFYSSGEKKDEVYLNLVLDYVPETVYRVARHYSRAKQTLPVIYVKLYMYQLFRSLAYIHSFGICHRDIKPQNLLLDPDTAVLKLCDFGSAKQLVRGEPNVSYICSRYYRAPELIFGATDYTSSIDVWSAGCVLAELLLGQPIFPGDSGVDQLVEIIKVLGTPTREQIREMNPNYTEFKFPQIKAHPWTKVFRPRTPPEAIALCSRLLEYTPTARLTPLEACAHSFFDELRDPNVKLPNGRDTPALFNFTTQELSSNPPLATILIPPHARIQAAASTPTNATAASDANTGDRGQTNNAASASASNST
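Test system: GST-fused GSK3beta enzyme, cell-free | Quantity: 1.6 ng GST-GSK3beta enzyme per well | Reagent: 25 µM ATP with peptide substrate | Schedule: 60 min enzyme reaction, room temperature | Signal: Luminescent ADP-Glo measurement of ADP formed | Read-out basis: Score relative to plate controls | Control set: DMSO and 20 µM GW8510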
IEC-6 tox – cytotoxicity in IEC-6 intestinal epithelial cells, primary screen, cytotoxicity control for KLF5 inhibitor project, cell-based, luminescence. inhibition, % at 5 µM. 290,000 tested, 0.78% active. IEC-6 cytotoxicity, luminescence viability; in the data active = inhibition above about 22%;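 note: 0% = plate median of test compound wells and 100% = cytotoxic reference compound wells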
GSK3A inh – blockers of GSK3A enzyme activity – biochemical, luminescence, cell-free homogeneous, HTS, primary screen; Glycogen synthase kinase-3 alpha (Homo sapiens), P49840; GSK-3 alpha kinase, ADP-Glo luminescence, 60 min; inhibition, % at 10 µM; 320,000 tested, 0.1% active;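 in the data active = inhibition above about 50%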;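 note: GST-tagged GSK-3 alpha with peptide substrate and 25 µM ATP; 0% = DMSO neutral wells and 100% = GW8510 positive control wells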
Target sequence (P49840 whole entry, looked up): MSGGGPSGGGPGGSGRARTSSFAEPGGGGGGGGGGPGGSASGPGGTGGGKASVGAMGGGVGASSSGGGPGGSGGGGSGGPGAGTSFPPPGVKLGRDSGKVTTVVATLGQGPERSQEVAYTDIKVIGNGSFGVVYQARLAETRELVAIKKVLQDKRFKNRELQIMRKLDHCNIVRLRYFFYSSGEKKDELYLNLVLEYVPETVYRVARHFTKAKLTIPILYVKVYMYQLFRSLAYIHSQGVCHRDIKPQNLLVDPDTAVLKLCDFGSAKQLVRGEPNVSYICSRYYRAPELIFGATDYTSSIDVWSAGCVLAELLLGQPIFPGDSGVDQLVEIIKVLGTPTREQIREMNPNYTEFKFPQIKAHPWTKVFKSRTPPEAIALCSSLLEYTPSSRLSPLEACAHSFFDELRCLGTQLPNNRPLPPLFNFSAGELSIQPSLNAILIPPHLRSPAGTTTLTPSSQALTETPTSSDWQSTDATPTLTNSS
HSF-1 act – HSF-1 activators, primary screen, NIH3T3-HGL cells, MG132 stress, luminescence, single point. NIH3T3-HGL HSF-1 luciferase reporter, 8 h; 100% = twice DMSO control signal. activation, % at 9 µM. 300,000 tested, 1.7% active. AID 504408, 2011;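 active = mean replicate activation of at least 50% with a set share of replicates each reaching 50%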;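 note: 0% = median of the neutral control wells and 100% = twice that signal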
HSP90 inh – HSP90 inhibitors, primary screen, cell lysate, luminescence | Heat shock protein HSP 90 (rabbit reticulocyte lysate; luciferase refolding) | Rabbit reticulocyte lysate, luciferase refolding luminescence, 3 h | inhibition, % at 5.6 µM | 290,000 tested, 0.91% active | AID 1789, 2009;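 active = inhibition above the screen-wide mean plus 3 SD, computed separately per campaign, cut at about 16% in these data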;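 note: 0% = DMSO wells and 100% = 60 µM geldanamycin wells; inhibitors lower the luminescence because luciferase stays unfolded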
KLF5 inhibitor – KLF5 expression inhibitors, primary screen, DLD-1 cells, luminescence. DLD-1 KLF5 promoter-luciferase reporter. inhibition, % at 5 µM. 290,000 tested, 0.23% active;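 active = inhibition above a per-plate limit of that plate's mean compound inhibition plus 3 SD, cut at about 60% in these data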;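 note: 0% = DMSO wells and 100% = LY294002 at 200 µM; higher means less KLF5 promoter-driven luciferase light; inactives centre near -14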
aSyn 5UTR inh – MLPCN primary screen, SNCA 5' untranslated region; alpha-synuclein 5'UTR reporter, inhibitor activity; inhibition, % (tested at 7.5 µM); 300,000 tested, 0.82% active; AID 1813, 2009; in the data active = inhibition above about 60%;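 note: H4 neuroglioblastoma cells stably carrying SNCA 5'UTR luciferase fusion; 0% = DMSO wells and 100% = positive control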
Platelet DG rel – inhibitors of platelet dense granule secretion, primary screen, cell-based, MLPCN, human platelets | human platelet-rich plasma, SFLLRN dense granule ATP release, luminescence | inhibition, %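 (compounds screened at 7.5 µM in platelet-rich plasma)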 | 300,000 tested, 0.22% active;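 active = mean replicate score, as percent of positive control, at or above 50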
Dyrk1A ADPGlo – rat Dyrk1A kinase inhibitors, primary screen, biochemical, single point, plate reader; AID 504441, 2011; Dual specificity tyrosine-phosphorylation-regulated kinase 1A (Rattus norvegicus), Q63470; 310,000 tested, 0.43% active; ADP-Glo luminescence, NFATc1 peptide; inhibition, % at 12.5 µM; in the data active = inhibition above about 50%;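 note: plate controls were vehicle with enzyme for no effect and no enzyme for full effect; many of its hits are not listed in these tables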
HSF1 inh – HSF1 inhibitors in luciferase reporter cells, primary screen, cell-based, NIH3T3, luminescence | NIH3T3-HGL HSE-luciferase, MG132-induced, luminescence 8 h; hits give low values | activity change, negative = inhibition, % at 7.5 µM (by protocol) | 300,000 tested, 0.77% active;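 active = more than half of replicate wells show activity change below -50%, luminescence cut by over half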;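 note: luciferase reports HSF-1 transcriptional activity via heat shock element; 0% = median of DMSO wells and -100% = zero luminescence signal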
The depositor's hits bear a star; nt = not tested or not shown.

nr	structure	HSF1 inh	HSP90 inh	Dyrk1A ADPGlo	IEC-6 tox	GSK3A inh	Platelet DG rel	aSyn 5UTR inh	GSK3B inh	KLF5 inhibitor	HSF-1 act
1	Cc1cccc(NC(=O)CSc2nnc([C@@H]3CCCN3C(=O)OC(C)(C)C)o2)c1C	nt	3	-2	6	1	nt	nt	3	-24	nt
2	CN(C(=O)CCc1nnc(CCCCc2ccccc2)o1)C1CC(C)(C)NC(C)(C)C1	nt	1	-10	4	-1	2	nt	2	-12	nt
3	CC(NC(=O)CN1CCOCC1)c1ccc(F)cc1 (centres undefined)	-2	0	5	-4	-3	-3	2	0	-8	4
4	COc1cc(CN2CC(=O)N(c3ccc(C)c(C)c3)C2=S)cc(OC)c1OC	-3	0	4	-1	-3	-2	43	-5	-10	9
5	Cc1cc(=O)oc(C)c1C(=O)N1CCCCC1	-1	1	-5	2	2	4	9	-3	-27	-4
6	CC(=O)c1ccc(OCc2cc(=O)n3ccsc3n2)cc1	1	-2	2	0	nt	8	-95	0	-116	0
7	CCCCn1c(N)c(N(CCOC)C(=O)c2ccc(Cl)c(S(=O)(=O)N3CCCCC3)c2)c(=O)[nH]c1=O	3	nt	-1	nt	1	-1	-13	4	nt	6
8	CCN(CC)CCNC(=S)Nc1ccc(Cl)cc1	12	-3	-3	0	-3	6	10	3	6	14
9	COC(=O)CSc1nc(N)c2c3c(sc2n1)C(c1ccccc1)SC(c1ccccc1)C3 (centres undefined)	9	-2	nt	-6	0	6	-42	0	-11	42
10	COC(=O)c1ccccc1S(=O)(=O)N1CCC(NC(=O)C(Cc2cccc(OC)c2OC)NC(C)=O)CC1 (centres undefined)	-1	1	-2	8	nt	-15	2	-2	-9	18
11	Cc1ccc(C(C)NC(=O)c2ccncc2)c(C)c1 (centres undefined)	1	0	6	-2	0	0	4	0	-22	-1
12	CC(C)C(NC(=O)c1ccccc1NC(=O)c1ccccc1)C(=O)NNC(=O)c1ccncc1 (centres undefined)	0	-4	-4	-4	1	4	0	1	-32	11
13	COc1cc(CNC2CCCCCC2)cc(OC)c1O	-5	-1	-5	3	-3	-6	-2	-12	-20	-13
14	O=C(CCc1ccccc1)NNC(=O)c1ccc(NC(=O)c2ccccc2)cc1	-3	4	-4	8	-3	-4	-12	4	-32	7
15	COc1cccc(NC(=O)CSc2nc3ccccc3c(=O)n2CCCC(=O)NCCCN2CCOCC2)c1	-7	2	nt	-3	0	0	2	2	-3	7

More structures:
nr	structure	HSF1 inh	HSP90 inh	Dyrk1A ADPGlo	IEC-6 tox	GSK3A inh	Platelet DG rel	aSyn 5UTR inh	GSK3B inh	KLF5 inhibitor	HSF-1 act
16	O=P(COc1ccccc1)(c1ccccc1)c1ccccc1	9	-2	1	-5	6	1	-3	3	2	13
17	O=C(NCC1CCCO1)c1ccc(Cl)c(S(=O)(=O)N2CCCCC2)c1 (centres undefined)	-3	-4	nt	3	-2	21	5	-1	-31	-2
18	COc1ccccc1CNC(=O)COC(=O)c1nccnc1N	-9	0	10	-5	6	-8	-24	-2	2	-2
19	Cc1cccc(N2CC(C(=O)NCCC3=CCCCC3)CC2=O)c1C (centres undefined)	-5	nt	0	nt	-2	-3	-7	0	nt	6
20	CCOc1ccc(N(CC(=O)Nc2ccc(C)cc2C)S(C)(=O)=O)cc1	2	-3	2	5	-5	-3	8	0	-41	-6
21	Cc1[nH]c2ccccc2c1C(=O)Cn1c(=O)oc2ccccc21	33	3	-1	1	-1	10	18	1	34	76*
22	Cc1ccc(S(=O)(=O)N(C)C)cc1NC(=O)c1cc(C(C)(C)C)nn1Cc1ccccc1	-9	5	-2	4	-2	3	23	-2	12	11
23	CCc1noc(C)c1C(=O)N1CCCC(CCC(=O)NCc2ccc(F)c(F)c2)C1 (centres undefined)	7	-3	8	10	0	-1	0	-3	-11	10
24	COc1ccc(CC(=O)Nc2c(C(=O)N3CCN(c4ccccc4OC)CC3)oc3ccccc23)cc1OC	0	3	-4	3	-2	-10	20	nt	-6	-4
25	CN(C)S(=O)(=O)c1cccc(NC(=O)CCCc2nc3ccccc3c(=O)[nH]2)c1	-6	nt	15	nt	nt	28	0	4	nt	-5
26	CSc1ccc(NC(=O)Nc2ccc(C(=O)NCC(=O)O)cc2)cc1	-5	2	1	3	0	2	-46	5	-26	-6
27	COCCNC(=S)N1CCc2cc(OC)c(OC)cc2C1COc1ccc(F)cc1 (centres undefined)	2	-1	-3	-1	0	1	-9	-5	-19	-4
28	CCOc1cc(C2C(C(=O)c3ccco3)=C(O)C(=O)N2CCc2ccccc2)ccc1O (centres undefined)	-8	1	5	5	-22	4	-5	1	-41	4
29	CCCOc1ccc(C(=O)N2CCN(Cc3ccc4c(c3)OCO4)CC2)cc1	3	-5	3	-7	-1	4	18	0	-32	-11
30	CCCCn1c(=O)[nH]c(=O)c2c1nc(-c1ccc(CC)c([N+](=O)[O-])c1)n2C	-3	-2	nt	-2	1	-8	6	0	0	10

Next structures follow:
nr	structure	HSF1 inh	HSP90 inh	Dyrk1A ADPGlo	IEC-6 tox	GSK3A inh	Platelet DG rel	aSyn 5UTR inh	GSK3B inh	KLF5 inhibitor	HSF-1 act
31	Cc1ccccc1CS(=O)(=O)c1ncc(Cl)c(C(=O)Nc2ccc(F)cc2)n1	-12	0	0	61*	-1	14	64*	-4	9	-28
32	O=C(CNC(=O)c1ccc(F)cc1)c1ccc(Cl)cc1	13	-4	-1	2	2	-10	-168	-2	-108	28
33	CC(=O)Nc1ccc(NC(=O)CCOc2ccccc2C)cc1	0	-2	-1	-6	-1	10	0	2	-14	13
34	Cc1ccc(C(=O)OCC(=O)Nc2ccc3c(c2)OCO3)cc1S(=O)(=O)N1CCOCC1	2	-2	-1	0	-4	-3	-21	2	8	-6
35	CC(C)(C)c1ccc(C(=O)NC2CCS(=O)(=O)C2)cc1 (centres undefined)	-3	-5	-6	0	0	-17	-22	0	12	-10
36	CC1CC(C)CN(S(=O)(=O)c2ccc(Oc3ccc([N+](=O)[O-])cc3)cc2)C1 (centres undefined)	-4	-6	-1	1	-3	-13	4	2	-29	12
37	c1ccc(Nc2nc(-c3ccccn3)cs2)cc1	23	13	-1	6	0	7	-145	1	-177	41
38	N#Cc1c(SCC(N)=O)nc2c(c1-c1ccc(O)cc1)CCCC2	-7	-2	0	-3	0	1	26	0	-5	-14
39	CC(C)C(=O)N1c2ccccc2NC2=C(C(=O)CCC2)C1c1ccc(N(C)C)cc1 (centres undefined)	-61*	2	2	-2	-2	6	1	4	-4	-70
40	O=C(OCc1ccccc1)c1cn(-c2ccccc2)nc1-c1ccncc1	-7	1	0	4	-2	-6	24	3	-9	-1
41	Cc1cccc(C(=O)OCN2C(=O)c3ccccc3C2=O)c1[N+](=O)[O-]	-4	4	5	2	-2	-2	0	1	-7	-11
42	Cc1ccc2[nH]c3c(=O)n(CC(=O)N4CC(C)CC(C)C4)ncc3c2c1 (centres undefined)	-4	-3	4	5	-1	3	2	-1	-11	-9
43	CC(=O)Nc1nc2ccc(NC(=O)c3ccco3)cc2s1	10	1	-1	0	6	5	-77	4	-142	12
44	CCOC(=O)C(C(=O)OCC)C(CC(=O)C1CC1)c1ccccc1 (centres undefined)	-1	-3	1	-2	-2	0	1	0	-7	-8
45	CCCn1c(NC(=O)c2ccc([N+](=O)[O-])o2)nc2ccccc21	6	nt	2	nt	0	1	-88	2	nt	10

Carrying on.
nr	structure	HSF1 inh	HSP90 inh	Dyrk1A ADPGlo	IEC-6 tox	GSK3A inh	Platelet DG rel	aSyn 5UTR inh	GSK3B inh	KLF5 inhibitor	HSF-1 act
46	CCC(Oc1ccc(Br)cc1Cl)C(=O)Nc1nnc(C2CC2)s1 (centres undefined)	1	3	-4	0	-2	46	3	-6	-28	-5
47	Cc1ccc(OCC(=O)Nc2cc(S(=O)(=O)N3CCCCC3)ccc2C)c([N+](=O)[O-])n1	3	-1	-4	2	-1	11	30	1	4	0
48	O=C1CSC(=NC2CCCCC2)N1	-3	-1	7	0	0	-34	17	1	2	4
49	COc1ccc(NC(C)=O)cc1S(=O)(=O)NC(Cc1ccccc1)C(=O)O (centres undefined)	-5	1	-6	-5	-2	3	1	14	0	6
50	COc1ccc(C(C)(C)C)cc1NC(=S)NCCN1CCOCC1	-2	2	0	-2	2	-6	8	-2	-20	-4
51	CNc1nc(-c2ccc([N+](=O)[O-])cc2)cs1	12	3	-2	-2	8	3	-135	3	-66	11

In the list so far, these contain four or more nitrogen atoms:
nr	structure	HSF1 inh	HSP90 inh	Dyrk1A ADPGlo	IEC-6 tox	GSK3A inh	Platelet DG rel	aSyn 5UTR inh	GSK3B inh	KLF5 inhibitor	HSF-1 act
1	Cc1cccc(NC(=O)CSc2nnc([C@@H]3CCCN3C(=O)OC(C)(C)C)o2)c1C	nt	3	-2	6	1	nt	nt	3	-24	nt
2	CN(C(=O)CCc1nnc(CCCCc2ccccc2)o1)C1CC(C)(C)NC(C)(C)C1	nt	1	-10	4	-1	2	nt	2	-12	nt
7	CCCCn1c(N)c(N(CCOC)C(=O)c2ccc(Cl)c(S(=O)(=O)N3CCCCC3)c2)c(=O)[nH]c1=O	3	nt	-1	nt	1	-1	-13	4	nt	6
12	CC(C)C(NC(=O)c1ccccc1NC(=O)c1ccccc1)C(=O)NNC(=O)c1ccncc1 (centres undefined)	0	-4	-4	-4	1	4	0	1	-32	11
15	COc1cccc(NC(=O)CSc2nc3ccccc3c(=O)n2CCCC(=O)NCCCN2CCOCC2)c1	-7	2	nt	-3	0	0	2	2	-3	7
18	COc1ccccc1CNC(=O)COC(=O)c1nccnc1N	-9	0	10	-5	6	-8	-24	-2	2	-2
22	Cc1ccc(S(=O)(=O)N(C)C)cc1NC(=O)c1cc(C(C)(C)C)nn1Cc1ccccc1	-9	5	-2	4	-2	3	23	-2	12	11
25	CN(C)S(=O)(=O)c1cccc(NC(=O)CCCc2nc3ccccc3c(=O)[nH]2)c1	-6	nt	15	nt	nt	28	0	4	nt	-5
30	CCCCn1c(=O)[nH]c(=O)c2c1nc(-c1ccc(CC)c([N+](=O)[O-])c1)n2C	-3	-2	nt	-2	1	-8	6	0	0	10
42	Cc1ccc2[nH]c3c(=O)n(CC(=O)N4CC(C)CC(C)C4)ncc3c2c1 (centres undefined)	-4	-3	4	5	-1	3	2	-1	-11	-9
45	CCCn1c(NC(=O)c2ccc([N+](=O)[O-])o2)nc2ccccc21	6	nt	2	nt	0	1	-88	2	nt	10
47	Cc1ccc(OCC(=O)Nc2cc(S(=O)(=O)N3CCCCC3)ccc2C)c([N+](=O)[O-])n1	3	-1	-4	2	-1	11	30	1	4	0

This is a subset, so the mix of outcomes need not match the whole.
